Screening data from PubChem.
Epigenetic reg: epigenetic control regulation, reporter derepression; Potency, µM (doses to about 53.9 µM), for inactives: at the highest dose GFP activation, hits mostly activators; actives 0.2% (n = 280,000); murine LDR cells, GFP reporter derepression, 30 h; also: % of control where 0% means no effect; nearly all actives have a fitted effect of over 60% in size
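Readout is the number of GFP-expressing murine LDR cells, counted by cytometry following washing. Cells were treated with compound for 30 h at 37 C; the stably integrated CMV-GFP locus is normally silent.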
aGal spleen mod: inhibitors or activators of human alpha-galactosidase in spleen homogenate. human spleen homogenate, 4MU-alpha-Gal fluorescence, 40 min. Potency, µM (highest dose often 80 µM), for inactives: top-dose activity change, negative = inhibition, usual class: inhibitors. AID 2107. actives 0.008% (n = 240,000). P06280;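 also: 0% = enzyme with vehicle and -100% = no enzyme basal signal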
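Fluorogenic readout (Ex 365/Em 440 nm) of 4-methylumbelliferone released from 1 mM 4-MU-alpha-galactoside by spleen homogenate, 40 min at 37C, pH 5.0. Data normalized to no-enzyme and enzyme controls; Hill-equation AC50 from compound titrations.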
aGlu spleen mod: inhibits or activates alpha-glucosidase in human spleen homogenate; P10253; human spleen homogenate, 4-MU-alpha-glucoside fluorescence; Potency, µM (titrated, usually from 79.9 µM), without a hit: top-dose activity change, negative = inhibition, usual class: inhibitors; actives 0.006% (n = 240,000);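 also: 0% = enzyme with vehicle and -100% = no enzyme basal signal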
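Compounds were titrated against alpha-glucosidase in spleen homogenate at pH 5.0, with 1 mM 4-methylumbelliferyl substrate for 40 min at 37 C. Reactions were quenched with pH 10 NaOH/glycine and fluorescence measured.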
GAA glycogen: alters human alpha-glucosidase cleavage of glycogen; P10253; recombinant GAA, glycogen substrate, Amplex Red glucose oxidase fluorescence; Potency, µM (series often up to 76.4 µM), for inactives: at the top dose activity change, negative = inhibition, actives largely listed as inhibitors; actives 0.38% (n = 300,000);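 also: 0% = full enzyme reaction and -100% = no-enzyme basal signal; the screen sought inhibitors and activators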
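Recombinant human alpha-glucosidase (4 nM final) hydrolysed bovine liver glycogen (30 ug) for 40 min at 37 C in pH 5.0 citrate/phosphate with 0.01% Tween-20. Released glucose detected by glucose oxidase/Amplex Red, Ex 573/Em 610 nm. Compounds up to 77 uM; AC50 from Hill fits.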
NPSR antag: antagonists of human neuropeptide S receptor cAMP signaling. Q6W5P4. actives 1% (n = 220,000). CHO-NPSR cells, cAMP TR-FRET, antagonist mode. Potency, µM (titrated, usually from 38.3 µM), for the others: at the top dose activity change, negative = inhibition, actives largely listed as inhibitors; also: % is scaled to controls: 0 for no effect and ±100 for the full control effect; nearly all actives have a fitted effect of over 50% in size; many of its hits are not listed in these tables
Target sequence (Q6W5P4 whole entry, looked up): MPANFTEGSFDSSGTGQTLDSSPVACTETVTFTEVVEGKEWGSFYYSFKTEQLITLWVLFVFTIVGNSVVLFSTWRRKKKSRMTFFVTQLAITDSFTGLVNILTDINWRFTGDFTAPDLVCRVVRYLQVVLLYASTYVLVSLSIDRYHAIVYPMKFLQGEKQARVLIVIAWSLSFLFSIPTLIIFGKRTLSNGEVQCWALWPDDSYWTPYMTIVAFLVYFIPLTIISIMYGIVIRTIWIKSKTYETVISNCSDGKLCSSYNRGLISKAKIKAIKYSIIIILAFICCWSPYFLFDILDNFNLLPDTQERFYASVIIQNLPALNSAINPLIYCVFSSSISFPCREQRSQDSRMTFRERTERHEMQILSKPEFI
Tau fluor cs: counter-screen for tau fibril formation inhibitors; Potency, µM (titrated, usually from 57.7 µM), for the others: at the highest dose activity change, negative = decrease; actives 0.93% (n = 280,000); tau K18 P301L (four-repeat tau fragment) Alexa594 fluorescence, heparin fibrillization; also: % is scaled to controls: 0 for no effect and ±100 for the full control effect; nearly all actives have a fitted effect of over 55% in size
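Human K18 P301L tau (15 uM unlabeled plus 0.24 uM Alexa 594-labeled, final) in 100 mM sodium acetate pH 7 was mixed with compound and 20 uM heparin and incubated 6 hr at 37 C.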
ALDH1A1 block: ALDH1A1 (human) enzyme inhibition; P00352; Purified ALDH1A1, NADH fluorescence, propionaldehyde substrate; Potency, µM (series often up to 75.3 µM), for inactives: at the highest dose activity, negative = inhibition, hits mostly inhibitors; actives 7.3% (n = 220,000); active = well fitted inhibition curve with a large enough effect, not every such curve was filed as active; inconclusive = small, poorly fitted or top-dose-only effect, or another doubt; inactive = no such curve, though single readings can be large or run the other way;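 also: plate controls were no enzyme wells and a reference inhibitor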
Target sequence (P00352 whole entry, looked up): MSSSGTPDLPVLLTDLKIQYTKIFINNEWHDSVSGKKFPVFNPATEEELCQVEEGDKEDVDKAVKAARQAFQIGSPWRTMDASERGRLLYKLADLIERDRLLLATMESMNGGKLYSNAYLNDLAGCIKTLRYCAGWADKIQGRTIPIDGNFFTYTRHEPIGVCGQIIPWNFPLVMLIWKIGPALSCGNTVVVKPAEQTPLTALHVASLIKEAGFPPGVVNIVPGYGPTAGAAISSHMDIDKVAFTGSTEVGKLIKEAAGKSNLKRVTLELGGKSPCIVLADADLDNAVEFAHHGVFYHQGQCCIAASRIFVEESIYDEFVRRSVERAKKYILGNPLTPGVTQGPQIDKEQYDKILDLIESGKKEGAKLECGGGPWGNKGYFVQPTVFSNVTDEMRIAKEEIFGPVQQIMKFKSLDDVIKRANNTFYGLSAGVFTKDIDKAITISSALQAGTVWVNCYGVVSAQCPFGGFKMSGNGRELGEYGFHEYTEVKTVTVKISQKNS
GAA inhib: blocks human lysosomal alpha-glucosidase | P10253 | purified human GAA, 4-MU-alpha-glucoside fluorescence | Potency, µM (series often up to 76.9 µM), for the others: top-dose activity change, negative = inhibition, hits mostly inhibitors | actives 0.005% (n = 200,000) | AID 1466;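 also: plate controls were uninhibited enzyme wells for no effect and no-enzyme background for full effect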
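Human alpha-glucosidase, 4 nM, pre-mixed with test compounds before 400 uM 4-methylumbelliferyl substrate; 20 min room temperature at pH 5.0. Fluorescence read after pH 10 stop; AC50 values from Hill-equation fits.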
* marks the source's active call; other numbers are inactive results; ? = inconclusive; . = not tested or not shown; [ ] = dose if it differs, or a comment. Unless noted, calls follow the shape of the dose curve; as a rule, active = well fitted curve in the direction sought with a large enough effect; inconclusive = small, poorly fitted or top-dose-only effect, or another doubt; inactive = no such curve, though single readings can be large; an effect the other way counts as inactive or inconclusive. Potency is read from the fitted curve at half-maximal effect.

SMILES | Epigenetic reg | aGal spleen mod | aGlu spleen mod | GAA glycogen | NPSR antag | Tau fluor cs | ALDH1A1 block | GAA inhib
COc1ccc(-c2c[n+](CC(=O)c3cccs3)c3n2CCC3)cc1 | 1.1% | 16% | 4% | -9% | 2% | -2% | . | .
O=C(O)C(Cc1cc(Cl)ccc1Cl)Sc1nc2ccccc2[nH]1 (stereo unspecified) | -2.9% | -9% | -6% | 2% | -9% | -11% | . | .
CCCCCCn1c(SCC(C)C)nc2c1c(=O)[nH]c(=O)n2C | 2.1% | 3% | 1% | 3% | 6%[46.1 µM] | -1% | -1% | -2%
CC(C)[C@H](CO)N(Cc1cccc(F)c1)c1nc(Nc2cccc(Cl)c2)c2ncn(C(C)C)c2n1 | 0.0% | 5% | -4% | -8% | -53% | -30% | . | .
COc1ccccc1S(=O)(=O)Cc1ccc(C(=O)NCCN2CCCCCC2)o1 | 0.0% | 1% | 11% | 4% | 0%[46.1 µM] | 1% | 2% | -2%
COc1cc(OC)cc(-n2nc(C(=O)N3CC(C)CC(C)C3)c3ccccc3c2=O)c1 (stereo unspecified) | -1.0% | 0% | -2% | 1% | -21%[46.1 µM] | -9% | -6% | -8%
O=C(/C=C/c1ccccc1[N+](=O)[O-])NCC1CCCO1 (stereo unspecified) | 0.0% | -5% | -24% | 13% | 13% | 2% | ? | 1%
Cc1ccccc1NC(=O)C1CCCN1C(=O)NC1CCCCC1 (stereo unspecified) | -1.0% | -1% | -6% | 3% | -2%[46.1 µM] | 2% | 4% | 12%
Cc1cc(=O)[nH]c2c1c(C)nn2-c1ccccc1 | -2.8% | -12% | 7% | 3% | -13%[46.1 µM] | 2% | 4% | -2%
COc1ccc(-c2nc(C(=O)O)cs2)cc1OC | -3.4% | -1% | 6% | 10% | 20% | 4% | 18% | -3%
COc1ccc(-c2cc(C(=O)O)c(C)o2)cc1OC | -3.0% | 0% | -2% | -5% | -26%[46.1 µM] | 1% | ? | -5%
CCOc1nc(C)ccc1-c1noc(CC)n1 | -1.0% | -12% | 1% | 4% | 1%[46.1 µM] | -3% | 1% | 4%
O=C(c1ccc2c(c1)OCO2)C1CCCN(Cc2ccc3cccc(F)c3n2)C1 (stereo unspecified) | -1.4% | 1% | 1% | 15% | -11% | -11% | -11% | 6%
O=C(NC1CCCCC1)NC1CCN(S(=O)(=O)Cc2ccccc2)CC1 | -6.3% | 0% | 3% | 1% | 14%[46.1 µM] | 1% | 4% | -1%
CCc1ccccc1-n1c(SCC(=O)Nc2ccc3c(c2)OCCO3)nc2[nH]ncc2c1=O | -1.0% | 2% | -2% | 0% | -18%[46.1 µM] | ? | -10% | -8%
Clc1cccc(Cl)c1COc1ccccn1 | -1.1% | -15% | -6% | -3% | 1%[46.1 µM] | 2% | 10% | -1%
COCCCN(CC(=O)Nc1ccc(N2CCOCC2)cc1)S(=O)(=O)c1ccc(Cl)cc1 | 1.1% | 1% | 2% | 6% | 0% | -22% | ? | -5%
COc1ccc(C(CNC(=S)NCc2ccccc2)N2CCCC2)cc1 (stereo unspecified) | -3.8% | -1% | 0% | -2% | 3% | 1% | 0% | 2%
CCCn1c(SCC(=O)N2c3ccc(F)cc3CCC2C)nnc1-c1ccccn1 (stereo unspecified) | 0.0% | 2% | 0% | -7% | -25% | -7% | ? | 1%
COc1ccc(O)c(-c2cc(C(F)(F)C(F)F)nc(-c3ccccc3)n2)c1 | 0.0% | 3% | -3% | 3% | -18%[46.1 µM] | -7% | -15% | -6%

Some of the entries so far, comma-delimited.
structure,Epigenetic reg,aGal spleen mod,aGlu spleen mod,GAA glycogen,NPSR antag,Tau fluor cs,ALDH1A1 block,GAA inhib
O=C(O)C(Cc1cc(Cl)ccc1Cl)Sc1nc2ccccc2[nH]1 (stereo unspecified),-2.9%,-9%,-6%,2%,-9%,-11%,.,.
CCCCCCn1c(SCC(C)C)nc2c1c(=O)[nH]c(=O)n2C,2.1%,3%,1%,3%,6%[46.1 µM],-1%,-1%,-2%
CC(C)[C@H](CO)N(Cc1cccc(F)c1)c1nc(Nc2cccc(Cl)c2)c2ncn(C(C)C)c2n1,0.0%,5%,-4%,-8%,-53%,-30%,.,.
COc1ccccc1S(=O)(=O)Cc1ccc(C(=O)NCCN2CCCCCC2)o1,0.0%,1%,11%,4%,0%[46.1 µM],1%,2%,-2%
COc1cc(OC)cc(-n2nc(C(=O)N3CC(C)CC(C)C3)c3ccccc3c2=O)c1 (stereo unspecified),-1.0%,0%,-2%,1%,-21%[46.1 µM],-9%,-6%,-8%
O=C(/C=C/c1ccccc1[N+](=O)[O-])NCC1CCCO1 (stereo unspecified),0.0%,-5%,-24%,13%,13%,2%,?,1%
Cc1ccccc1NC(=O)C1CCCN1C(=O)NC1CCCCC1 (stereo unspecified),-1.0%,-1%,-6%,3%,-2%[46.1 µM],2%,4%,12%
Cc1cc(=O)[nH]c2c1c(C)nn2-c1ccccc1,-2.8%,-12%,7%,3%,-13%[46.1 µM],2%,4%,-2%
COc1ccc(-c2nc(C(=O)O)cs2)cc1OC,-3.4%,-1%,6%,10%,20%,4%,18%,-3%
COc1ccc(-c2cc(C(=O)O)c(C)o2)cc1OC,-3.0%,0%,-2%,-5%,-26%[46.1 µM],1%,?,-5%
CCOc1nc(C)ccc1-c1noc(CC)n1,-1.0%,-12%,1%,4%,1%[46.1 µM],-3%,1%,4%

(next part)
SMILES | Epigenetic reg | aGal spleen mod | aGlu spleen mod | GAA glycogen | NPSR antag | Tau fluor cs | ALDH1A1 block | GAA inhib
CC1CCCN(C(=S)NC2CCCC2)C1 (stereo unspecified) | -1.2% | 5% | 7% | -4% | 5% | -2% | 0% | 5%
Cc1ccc(C2CCN(C(=O)Nc3ccccc3)C2)cc1 (stereo unspecified) | -0.1% | -5% | 0% | -3% | -11%[46.1 µM] | -9% | -7% | 3%
CCOC(=O)C1=NN(C(C)=O)C2(CC(=O)N(c3ccc(C)c(C)c3)C2=O)C1 (stereo unspecified) | -1.9% | -3% | -4% | 2% | 18% | -3% | 2% | -14%
Cc1oc2nc(SCCCC(=O)NCCCO)nc(N)c2c1C | 0.0% | 6% | -6% | 2% | 4%[46.1 µM] | -5% | ? | ?
CC(NC(=O)CC1Sc2ccccc2NC1=O)c1ccccc1 (stereo unspecified) | 0.0% | 2% | 7% | 13% | 27% | 5% | 8% | 0%
Cc1ccc(NC(=O)C2CCN(S(=O)(=O)c3c(C)noc3/C=C/c3ccco3)CC2)nc1 | 0.9% | 4% | -7% | 5% | -21% | -25% | ? | -7%
C=CCNC(=O)COC(=O)c1ccc(Cl)c(S(=O)(=O)N(Cc2ccccc2)c2ccccc2)c1 | -1.0% | -6% | 3% | -6% | 17% | 7% | -1% | 7%
Cc1ccc(C)c(N2CCN(C(=O)CCCn3c(=S)[nH]c4cc5c(cc4c3=O)OCO5)CC2)c1 | 4.4% | 0% | -1% | -2% | -19%[46.1 µM] | ? | 11% | -17%
Cc1c(Cl)c([N+](=O)[O-])nn1Cc1ccc(C(=O)NN)o1 | 5.8% | 7% | 7% | -25% | 12% | 8%[0.0958 µM] | . | .
O=C(N[C@@H](Cc1ccccc1)C(=O)OCC(=O)N1CCOCC1)c1cccs1 | -6.1% | -7% | -11% | 9% | -6% | -2% | -3% | 0%
FC(F)(F)c1cccc(-c2noc(CN3CCOCC3)n2)c1 | -1.1% | -3% | -1% | -3% | 9%[46.1 µM] | -8% | -2% | -5%
Cc1cccc(NC(=O)CCSc2nnc(Cc3ccccc3)o2)c1 | 0.0% | -8% | -2% | -2% | -9% | 3% | ? | 1%
COc1ccc2[nH]c(C(=O)O)c(CCN3C(=O)c4cccc([N+](=O)[O-])c4C3=O)c2c1 | -1.3% | -2% | 4% | 1% | -3% | -23% | ? | -29%
Cc1nn(C)c(C)c1S(=O)(=O)N(CC(=O)NCCN1CCOCC1)c1ccc(C(C)C)cc1 | 0.0% | 0% | -6% | 5% | 5%[46.1 µM] | 3% | 4% | 2%
CCCCOc1ccc(C(O)(CCC)CCN2CCOCC2)cc1 (stereo unspecified) | -8.2% | 2% | 8% | 9% | 10% | 0% | 5.6µM* | -1%
O=C(CCc1nc2ccccc2[nH]c1=O)OCC(=O)N1CCc2ccccc21 | -0.9% | -9% | -24% | -7% | -13%[46.1 µM] | -10% | -7% | 5%
O=C(COC(=O)c1ccc2c(c1)OCCO2)NCCC1=CCCCC1 | 1.8% | -3% | -7% | 12% | -27%[46.1 µM] | -5% | -12% | -5%
CSc1ccccc1NC(=S)NC1CCCCC1 | -1.6% | -4% | -1% | -2% | -20% | 4% | -1% | -2%
NS(=O)(=O)c1ccc(NC(=O)c2ccc(-c3ccccc3)cc2)cc1 | 1.1% | 1% | 3% | 2% | -38% | 7% | -8% | -9%
O=C(CSCc1ccc(F)cc1)Nc1ccccc1 | -0.9% | 3% | -3% | 7% | -16%[46.1 µM] | -19% | -1% | .
COc1ccccc1C(=O)Oc1cc(N)n(S(=O)(=O)c2ccc(C)cc2)n1 | 0.6% | 2% | -7% | -9% | ? | ? | ? | -10%
COc1ccccc1NS(=O)(=O)c1cccc(NC(=O)C2CC(=O)N(Cc3ccccc3)C2)c1 (stereo unspecified) | -0.4% | -18% | -6% | -12% | -17% | ? | -4% | -15%
O=C(CSCc1ccccc1)NCCCN1CCOCC1 | 0.3% | 0% | 0% | 3% | -22% | -2% | 9% | 2%[15.4 µM]
COc1ccc(/C=N/n2c(N)nc(-c3ccccc3)c2-c2ccccc2)cc1 | -1.1% | 11% | 3% | -8% | ? | ? | -13% | ?
O=C(CSc1nc(O)cc(=O)n1-c1ccccc1)N1CCCCC1 | 0.0% | 4% | 2% | 0% | -8%[46.1 µM] | 4% | 0% | 0%
O=C(NC(=S)N1CCN(c2c(Cl)cccc2[N+](=O)[O-])CC1)c1cccs1 | -1.3% | 4% | -3% | 3% | -2%[46.1 µM] | ? | ? | -15%
O=C(O)c1cc(Nc2nc(N3CCOCC3)nc(N3CCOCC3)n2)ccc1Cl | -3.5% | 7% | 3% | 5% | 2%[46.1 µM] | 4% | 1% | 3%

An excerpt (hit frequency here may not be typical).
